TROY NFkB inh = TROY signaling inhibition. inhibition, % at 10 µM. 0.98% of 360,000 active. AID 1347056. Q293 LMP1-TROYcd NF-kB luciferase reporter, 4 h;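 active = compounds whose plate-normalised and pattern-corrected inhibition of the luciferase reporter signal at the single screening dose is 50% or more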
Peg3 promoter = inhibitors of Peg3 promoter; AID 588405; inhibition, % at 20 µM; 1.7% of 360,000 active; HeLa PEG-Prom luciferase reporter, luminescence, overnight;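 active = inhibition of at least 50% at 20 µM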
TWEAK-Fn14 inh = blocks TWEAK-Fn14 interaction in a reporter cell assay; TWEAK-stimulated Fn14 reporter cells, luciferase luminescence, 8 h; inhibition, % at 10 µM; 2% of 360,000 active; in the data active = inhibition above about 50%
HIF-2a block = inhibitors of HIF-2a. inhibition, % at 18.8 µM. 0.72% of 360,000 active. 786-0 RCC cells HIF-2a reporter, luciferase luminescence, overnight;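 active = inhibition of the luminescence signal of 40% or more relative to plate controls, in a single-dose primary screen at 18.75 µM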
NR2E3 ag-1 = activates human photoreceptor nuclear receptor NR2E3; Q9Y5X4; GST-NR2E3/biotin-RetCOR TR-FRET, 1536-well; inhibition of corepressor binding, % at 4.78 µM; 0.12% of 320,000 active; AID 2300;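 active = percent inhibition above the cutoff of mean plus 3 SD of all tested compounds, set per screening campaign, cut at about 20% in these data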;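 note: 0% = DMSO wells and 100% = biotin wells as full block of FRET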
Target sequence (Q9Y5X4 whole entry, looked up): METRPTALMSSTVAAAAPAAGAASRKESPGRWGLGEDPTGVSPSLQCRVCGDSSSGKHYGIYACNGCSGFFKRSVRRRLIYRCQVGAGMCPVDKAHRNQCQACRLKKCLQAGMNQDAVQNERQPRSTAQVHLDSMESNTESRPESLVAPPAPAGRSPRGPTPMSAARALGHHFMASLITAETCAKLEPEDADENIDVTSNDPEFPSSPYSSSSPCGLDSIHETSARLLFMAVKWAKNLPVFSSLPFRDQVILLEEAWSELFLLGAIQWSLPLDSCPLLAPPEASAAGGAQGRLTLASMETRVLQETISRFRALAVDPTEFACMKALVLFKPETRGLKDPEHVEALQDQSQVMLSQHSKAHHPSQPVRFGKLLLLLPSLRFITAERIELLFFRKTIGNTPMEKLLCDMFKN
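Test system: GST-NR2E3 and biotin-RetCOR proteins | Quantity: 1.35 nM GST-tagged NR2E3 final | Medium: Tris pH 7.5 | Also added: 7 nM biotin-RetCOR | Dosing: Compound at 4.8 µM, single dose | Timing: 5 h at 4 °C | Detection: Time-resolved FRET | Read-out basis: Percent inhibition | Benchmarks: Biotin wells as high control, 0.6% DMSO wells as low control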
Shn3 3UTR inh = Schnurri-3 reporter inhibition in Clone20 osteoblasts; Clone20 osteoblast Shn3 3'UTR firefly luciferase, 24 h; 0.52% of 360,000 active; inhibition, % at 12.5 µM;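 active = mean inhibition of at least 75% with every replicate also reaching 75%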;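 note: 0% = median of neutral control wells and 100% = pilot-screen positive control compound; some compounds past the cut are filed as inactive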
C8 TRAIL sens = caspase-8 TRAIL sensitization | NB7+C8 cells + TRAIL, ATPlite viability luminescence | inhibition (viability loss, TRAIL sensitization), % at 10 µM | 1% of 360,000 active;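 active = compounds causing at least 50% loss of cell viability in the single-dose screen, relative to plate controls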
NR2E3 ag-2 = human photoreceptor-specific nuclear receptor agonism; Q9Y5X4; CHO-S Gal4-NCOR/VP16-NR2E3 two-hybrid, luciferase; inhibition of corepressor binding, % at 3.98 µM; 0.35% of 360,000 active; AID 602229;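 active = inhibition above the mean of all tested compounds plus 3 SD, cut at about 70% in these data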;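 note: 0% = DMSO with NR2E3 transfected cells and 100% = cells lacking NR2E3 construct; higher means lower luciferase signal from less NR2E3 corepressor binding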
CF NFkB inh = blocks PAF-induced NF-kB reporter in cystic fibrosis cells; 0.86% of 360,000 active; KKLEB NF-kB-GFP reporter, GFP fluorescence overnight; inhibition, % at 5 µM;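 active = at least 50% inhibition at 5 µM, scaled per plate between neutral and stimulator controls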;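 note: PAF is a Pseudomonas aeruginosa culture filtrate used as stimulus; plate controls were PAF-stimulated DMSO wells for no effect and unstimulated DMSO wells for full effect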
TRPM1 prom inh = MITF TRPM1 promoter inhibition in SK-MEL-5 cells | 0.83% of 330,000 active | inhibition, % at 12.5 µM | SK-MEL-5 TRPM1 promoter luciferase, 24 h;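 active = mean inhibition across replicates of 60% or more, whatever share of single replicates reaches that level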; note: values of inactives mirror those of a sister screen read the other way
KKLEB tox = CF airway cell cytotoxicity counter-screen; 0.36% of 360,000 active; KKLEB CF airway cells viability, ATPlite luminescence, overnight; stronger effect = lower value; cells stimulated with P. aeruginosa culture filtrate; activity change (cytotoxicity), % at 5 µM;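 active = corrected activity change at or below -50% at 5 µM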
* hit, by the source's call. The list is partial; count on the stated rates, not on these rows.

What do the screens show for `Cc1ccccc1C(=O)N1CCC(C(=O)N(C)CCOc2ccccc2)CC1`?
TROY NFkB inh: 8; Peg3 promoter: 5; TWEAK-Fn14 inh: 6; HIF-2a block: 2; NR2E3 ag-1: 0; Shn3 3UTR inh: -17; C8 TRAIL sens: -20; NR2E3 ag-2: -10; CF NFkB inh: 3; TRPM1 prom inh: 2; KKLEB tox: 4

How did CCOc1ccc(NC(=O)CN2CCN(CC(=O)c3ccc(OC)c(OC)c3)CC2)cc1 do in these assays?
TROY NFkB inh: 14; Peg3 promoter: -1; TWEAK-Fn14 inh: 0; HIF-2a block: 3; NR2E3 ag-1: 4; Shn3 3UTR inh: -6; C8 TRAIL sens: 3; NR2E3 ag-2: -22; CF NFkB inh: 7; TRPM1 prom inh: 4; KKLEB tox: 0

How did CC(C)(C)C(=O)Nc1scc(-c2ccc(-c3ccccc3)cc2)c1C(=O)O do in these assays?
TROY NFkB inh: 37; Peg3 promoter: 8; TWEAK-Fn14 inh: -15; HIF-2a block: 9; NR2E3 ag-1: 6; Shn3 3UTR inh: -10; C8 TRAIL sens: 20; NR2E3 ag-2: 3; CF NFkB inh: -7; TRPM1 prom inh: -1; KKLEB tox: 8

Results for Cc1ccccc1NC(=O)Cc1nnc(SCC(=O)N2CCOCC2)n1C ?
TROY NFkB inh: -10; Peg3 promoter: 23; TWEAK-Fn14 inh: -3; HIF-2a block: 7; NR2E3 ag-1: 0; Shn3 3UTR inh: -6; C8 TRAIL sens: -8; NR2E3 ag-2: -1; CF NFkB inh: 1; TRPM1 prom inh: 6; KKLEB tox: 12

Results for O=c1cc(-c2ccc(O)c(O)c2)oc2cc(O)c(C3OC(CO)C(O)C(O)C3O)c(O)c12 (configuration not stated) ?
TROY NFkB inh: -7; Peg3 promoter: 5; TWEAK-Fn14 inh: 1; HIF-2a block: 17; NR2E3 ag-1: 10; Shn3 3UTR inh: 7; C8 TRAIL sens: 0; NR2E3 ag-2: -1; CF NFkB inh: -29; KKLEB tox: -8

What do the screens show for `CCCCN(C(=O)CSc1nnc(-c2ccccc2OC)n1C)c1c(N)n(Cc2ccccc2)c(=O)[nH]c1=O`?
TROY NFkB inh: 17; Peg3 promoter: -8; TWEAK-Fn14 inh: 5; HIF-2a block: 19; NR2E3 ag-1: 4; Shn3 3UTR inh: 4; C8 TRAIL sens: -5; NR2E3 ag-2: 20; CF NFkB inh: 1; TRPM1 prom inh: 18; KKLEB tox: -4

Results for CCOC(=O)C1CCN(C(=O)c2ccccc2NS(=O)(=O)c2ccc(F)c(F)c2)CC1 ?
TROY NFkB inh: 3; Peg3 promoter: 15; TWEAK-Fn14 inh: 6; HIF-2a block: 0; NR2E3 ag-1: 0; Shn3 3UTR inh: -17; C8 TRAIL sens: 8; NR2E3 ag-2: 14; CF NFkB inh: 3; TRPM1 prom inh: 5; KKLEB tox: 0

How did CCCC(=O)Nc1cc(=O)[nH]c2ncnn12 do in these assays?
TROY NFkB inh: -9; Peg3 promoter: 5; TWEAK-Fn14 inh: 11; HIF-2a block: 17; NR2E3 ag-1: -1; Shn3 3UTR inh: 3; C8 TRAIL sens: -7; NR2E3 ag-2: -6; CF NFkB inh: -6; TRPM1 prom inh: 4; KKLEB tox: -25

Results for O=C(/C=C/c1ccccc1Cl)NCCc1ccccc1 ?
TROY NFkB inh: -40; Peg3 promoter: -301; TWEAK-Fn14 inh: -37; HIF-2a block: -357; NR2E3 ag-1: 0; Shn3 3UTR inh: -33; C8 TRAIL sens: 14; NR2E3 ag-2: -70; CF NFkB inh: -9; TRPM1 prom inh: -90; KKLEB tox: 2

How did CC(=O)OC1CC2(C)/C(=N\O)CCC2C2CCc3cc(O)ccc3C12 (configuration not stated) do in these assays?
TROY NFkB inh: 13; Peg3 promoter: 10; TWEAK-Fn14 inh: -20; HIF-2a block: 10; Shn3 3UTR inh: 13; C8 TRAIL sens: 5; NR2E3 ag-2: -18; CF NFkB inh: -3; TRPM1 prom inh: 2; KKLEB tox: 0

What do the screens show for `CCOC(=O)C1(C)CCN1C(=O)c1cccs1` (configuration not stated)?
TROY NFkB inh: -13; Peg3 promoter: 10; TWEAK-Fn14 inh: 17; HIF-2a block: 7; Shn3 3UTR inh: -4; C8 TRAIL sens: -5; NR2E3 ag-2: -6; CF NFkB inh: -12; KKLEB tox: 5

Results for C=CCCC(=O)N1C[C@H]2CON(C)[C@H]2C[C@H]1c1cccc(Br)c1 ?
TROY NFkB inh: -12; Peg3 promoter: 1; TWEAK-Fn14 inh: -7; HIF-2a block: 4; Shn3 3UTR inh: -5; C8 TRAIL sens: -2; NR2E3 ag-2: -20; CF NFkB inh: -2; TRPM1 prom inh: -7; KKLEB tox: 2

Results for CCN(CC)CCCNC(=O)c1cc(Sc2nnc(C)s2)nc2ccccc12 ?
TROY NFkB inh: -10; Peg3 promoter: -18; TWEAK-Fn14 inh: -1; HIF-2a block: -6; NR2E3 ag-1: -4; Shn3 3UTR inh: 21; C8 TRAIL sens: 1; NR2E3 ag-2: -22; CF NFkB inh: -13; TRPM1 prom inh: 16; KKLEB tox: -6

How did Cc1noc(C)c1CSCC(=O)OCC(=O)Nc1ccc(OC(F)(F)F)cc1 do in these assays?
TROY NFkB inh: -2; Peg3 promoter: -13; TWEAK-Fn14 inh: 17; HIF-2a block: -4; Shn3 3UTR inh: -7; C8 TRAIL sens: -3; NR2E3 ag-2: -8; CF NFkB inh: -6; KKLEB tox: 12

What do the screens show for `CCO[C@@H]1c2c(ccc3ccc(=O)oc23)OC(C)(C)[C@@H]1O`?
TROY NFkB inh: 1; Peg3 promoter: -4; TWEAK-Fn14 inh: 5; HIF-2a block: 13; NR2E3 ag-1: 5; Shn3 3UTR inh: -3; C8 TRAIL sens: 11; NR2E3 ag-2: -24; CF NFkB inh: 2; TRPM1 prom inh: 0; KKLEB tox: -16

Results for COc1ccc(NC(=O)CSCC(=O)N=c2sccn2C)cc1 ?
TROY NFkB inh: 1; Peg3 promoter: 3; TWEAK-Fn14 inh: -9; HIF-2a block: -10; NR2E3 ag-1: -4; Shn3 3UTR inh: -32; C8 TRAIL sens: -9; NR2E3 ag-2: -24; CF NFkB inh: -11; TRPM1 prom inh: 4; KKLEB tox: -5

What do the screens show for `CCN(CC)CCCN(C(=O)c1cccs1)c1nc(-c2ccc(OC)cc2)cs1`?
TROY NFkB inh: -6; Peg3 promoter: 38; TWEAK-Fn14 inh: -38; HIF-2a block: 7; NR2E3 ag-1: -3; Shn3 3UTR inh: -6; C8 TRAIL sens: 9; NR2E3 ag-2: -5; CF NFkB inh: 2; TRPM1 prom inh: 28; KKLEB tox: -4

What do the screens show for `Cc1ccc(NC(=S)NCc2cccs2)cc1`?
TROY NFkB inh: -37; Peg3 promoter: -55; TWEAK-Fn14 inh: -3; HIF-2a block: -81; NR2E3 ag-1: -1; Shn3 3UTR inh: 14; C8 TRAIL sens: 0; NR2E3 ag-2: -23; CF NFkB inh: 11; TRPM1 prom inh: 0; KKLEB tox: -5

How did COC(=O)c1cccc(NC(=S)N2CCCCC2)c1 do in these assays?
TROY NFkB inh: -38; Peg3 promoter: -11; TWEAK-Fn14 inh: -21; HIF-2a block: 5; NR2E3 ag-1: 7; Shn3 3UTR inh: -5; C8 TRAIL sens: 3; NR2E3 ag-2: 13; CF NFkB inh: -4; TRPM1 prom inh: 0; KKLEB tox: 3

What do the screens show for `CCCCCCNC(=O)CCc1nc2cccnc2n1Cc1ccc(OC)cc1`?
TROY NFkB inh: -8; Peg3 promoter: -8; TWEAK-Fn14 inh: 15; HIF-2a block: 6; Shn3 3UTR inh: 14; C8 TRAIL sens: -6; NR2E3 ag-2: -5; CF NFkB inh: 15; TRPM1 prom inh: -5; KKLEB tox: -15

How did Cc1occc1-c1nnc(SCC(N)=O)n1Cc1ccccc1 do in these assays?
TROY NFkB inh: -13; Peg3 promoter: 12; TWEAK-Fn14 inh: 5; HIF-2a block: 12; NR2E3 ag-1: 0; Shn3 3UTR inh: -14; C8 TRAIL sens: -7; NR2E3 ag-2: 15; CF NFkB inh: -8; TRPM1 prom inh: 9; KKLEB tox: 0

What do the screens show for `CC(O)(c1ccccc1)c1nc(-c2ccc(F)c(Cl)c2)cs1` (configuration not stated)?
TROY NFkB inh: -30; Peg3 promoter: -4; TWEAK-Fn14 inh: -9; HIF-2a block: -12; Shn3 3UTR inh: -19; C8 TRAIL sens: -6; NR2E3 ag-2: 12; CF NFkB inh: 7; KKLEB tox: -8

How did CC1(C(=O)O)CCC2(C)CCC3(C)C(=CC(=O)C4C5(C)CCC(=O)C(C)(C)C5CCC43C)C2C1 (configuration not stated) do in these assays?
TROY NFkB inh: -3; Peg3 promoter: 3; TWEAK-Fn14 inh: 14; HIF-2a block: 19; Shn3 3UTR inh: -16; C8 TRAIL sens: -1; NR2E3 ag-2: -20; CF NFkB inh: -3; KKLEB tox: 5

How did Cc1ccc2nc(C)c(C(=O)N/N=C/c3ccccc3[N+](=O)[O-])cc2c1 do in these assays?
TROY NFkB inh: -1; Peg3 promoter: -36; TWEAK-Fn14 inh: -19; HIF-2a block: -53; NR2E3 ag-1: 0; Shn3 3UTR inh: 11; C8 TRAIL sens: -1; NR2E3 ag-2: -20; CF NFkB inh: 3; TRPM1 prom inh: -19; KKLEB tox: 12

How did O=C(CC(c1ccco1)S(=O)(=O)c1ccccc1)c1ccccc1 (configuration not stated) do in these assays?
TROY NFkB inh: -55; Peg3 promoter: -79; TWEAK-Fn14 inh: -19; HIF-2a block: -31; NR2E3 ag-1: 1; Shn3 3UTR inh: -32; C8 TRAIL sens: -3; NR2E3 ag-2: -11; CF NFkB inh: -5; TRPM1 prom inh: -9; KKLEB tox: -5
